Screens deposited in PubChem by several laboratories.
DTT redox prof: compounds producing H2O2 with reducing agent – biochemical, NIH compound library profiling, artefact control for MLSCN library redox annotation, primary screen; DTT-dependent redox cycling H2O2, phenol red/HRP absorbance; 100% = 100 µM peroxide control, 0% = buffer; activation, % at 10 µM; 200,000 tested, 0.03% active; AID 878, 2007;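 active = activation of at least 50% relative to the plate's high and low controls in the primary single-dose screen; inactive = activation below 50%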;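 also: compound incubated with DTT at 0.8 mM final as the reducing agent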
ROMK mod: ROMK potassium channel modulators, primary screen, cell-based, thallium flux, MLSMR library | ATP-sensitive inward rectifier potassium channel 1 (Homo sapiens), P48048 | Tet-inducible ROMK, thallium flux fluorescence; actives lie on both sides | B-score at 10 µM | 130,000 tested, 2% active;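 active = signal ratio slope over the read window, or its plate-corrected B-score, at least 3 SD from the plate mean, either direction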;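 also: B-score of the F/F0 ratio slope over 7 to 12 s after thallium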
Target sequence (P48048 whole entry, looked up): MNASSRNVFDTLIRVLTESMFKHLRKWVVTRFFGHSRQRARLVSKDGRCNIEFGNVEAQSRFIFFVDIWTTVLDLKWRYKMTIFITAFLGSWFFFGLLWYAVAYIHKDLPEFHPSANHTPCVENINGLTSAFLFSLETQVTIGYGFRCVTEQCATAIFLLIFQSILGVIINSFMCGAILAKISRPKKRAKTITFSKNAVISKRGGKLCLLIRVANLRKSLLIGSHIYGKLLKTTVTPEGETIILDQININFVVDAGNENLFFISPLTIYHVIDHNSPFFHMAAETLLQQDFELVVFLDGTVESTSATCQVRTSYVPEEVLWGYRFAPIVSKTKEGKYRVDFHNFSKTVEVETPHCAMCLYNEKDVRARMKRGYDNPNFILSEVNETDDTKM
PPARg SRC-1 ag: PPARgamma agonists recruiting SRC-1 coactivator, primary screen, biochemical; Peroxisome proliferator-activated receptor gamma (Homo sapiens), P37231; PPARgamma-SRC-1 coactivator recruitment biochemical assay; activation, % at 8 µM; 200,000 tested, 0.41% active; AID 631, 2007; in the data active = activation above about 19%;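 also: 0% = DMSO and 100% = reference agonist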
Lmaj promast: Leishmania major promastigote growth inhibition, primary screen; Leishmania major promastigotes, resazurin fluorescence viability; inhibition, % at 10 µM; 200,000 tested, 9% active; AID 1063, 2008; in the data active = inhibition above about 50%;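 also: promastigotes grown with compound for 44 hours at 28 °C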
bIAP act: bovine intestinal alkaline phosphatase activators, primary screen, biochemical, bovine IAP, CDP-star luminescence. alkaline phosphatase, intestinal [Bos taurus]. purified bovine IAP, 30 min; active compounds read high; fold of DMSO-control signal, blank-subtracted. activation factor at 20 µM. 200,000 tested, 0.17% active;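 active = activation factor of 2 or more at 20 µM, a signal rise over negative controls twice the positive control's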
TR-FRET SRC-2 ct: TR-FRET signal artefacts, primary screen, artefact control for PPARgamma SRC-2 agonist project, biochemical; TR-FRET artefact counter-screen; active compounds read high; TR-FRET ratio at 8 µM; 200,000 tested, 0.4% active; AID 1049, 2008; in the data active = TR-FRET ratio above about 2000; also: inactives centre near 1500
S1P3 antag: S1P3 receptor antagonists, primary screen, cell-based. Sphingosine 1-phosphate receptor 3 (Homo sapiens), Q99500. CHO S1P3 NFAT-BLA reporter, FRET fluorescence, antagonist mode. inhibition, % at 4.98 µM. 170,000 tested, 0.27% active. AID 485, 2006;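 active = inhibition above the plate cutoff, the mean inhibition of test wells on that plate plus 3 SD, cut at about 28% in these data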;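 also: cells challenged with S1P at its EC80 of 0.8 µM; blue over green emission ratio from cleaved BLA substrate after 4 h stimulation; 0% = S1P-stimulated wells and 100% = unstimulated DMSO-only wells; some compounds past the cut are filed as inactive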
Target sequence (Q99500 whole entry, looked up): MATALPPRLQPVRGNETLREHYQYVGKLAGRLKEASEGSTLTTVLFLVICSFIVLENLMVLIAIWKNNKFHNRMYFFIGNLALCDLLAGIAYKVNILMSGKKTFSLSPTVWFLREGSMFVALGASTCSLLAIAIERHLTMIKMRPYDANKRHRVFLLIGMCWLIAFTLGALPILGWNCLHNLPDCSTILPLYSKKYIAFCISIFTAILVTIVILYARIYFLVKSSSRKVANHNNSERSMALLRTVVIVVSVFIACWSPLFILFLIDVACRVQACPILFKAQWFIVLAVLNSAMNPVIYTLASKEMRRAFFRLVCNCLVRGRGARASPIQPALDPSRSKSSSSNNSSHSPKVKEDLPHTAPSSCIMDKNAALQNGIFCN
PPARg SRC-3 ag: PPARgamma agonists recruiting SRC-3 coactivator, primary screen, biochemical; Peroxisome proliferator-activated receptor gamma (Homo sapiens), P37231; activation, % at 8 µM; biochemical PPARgamma/SRC-3 coactivator recruitment assay; 200,000 tested, 0.26% active; in the data active = activation above about 23%;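 also: 0% = DMSO and 100% = reference agonist; some compounds past the cut are filed as inactive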
PPARg SRC2 recr: agonists of PPARg-SRC-2 recruitment, primary screen, biochemical, HTS. activation, % at 8 µM. Peroxisome proliferator-activated receptor gamma (Homo sapiens), P37231. 200,000 tested, 0.34% active. PPARgamma LBD-SRC-2 recruitment; in the data active = activation above about 22%;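 also: 0% = vehicle and 100% = reference agonist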
bIAP inh: bovine intestinal alkaline phosphatase inhibitors, primary screen, selectivity assay for TNAP inhibitor project, biochemical, bovine IAP, CDP-star luminescence | purified bovine IAP, 30 min | inhibition, % at 20 µM | 190,000 tested, under 10 active | AID 1019, 2008;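 active = over 50% inhibition of intestinal alkaline phosphatase at 20 µM in the single-dose screen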
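test system = bovine IAP enzyme | medium = DEA buffer 100 mM, pH 9.8, with MgCl2 1.0 mM, ZnCl2 0.02 mM | detection = luminescence | dosing = single compound dose of 20 µM, 2% DMSO final | incubation = 30 min reaction at room temperature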
TLR4-MyD88 BLA: inhibitors of TLR4-MyD88 association in cells, primary screen, cell-based, HeLa CL3-4, BLA complementation, FRET ratio; Toll-like receptor 4 (Homo sapiens) + Myeloid differentiation primary response protein …; HeLa CL3-4 TLR4/MyD88 BLA complementation; inhibition, % at 8.4 µM; 200,000 tested, 0.18% active; AID 861, 2007; in the data active = inhibition above about 25%;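 also: 0% = vehicle and 100% = reference inhibitor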
* hit, by the source's call; x = not tested or not shown.

SMILES	DTT redox prof	ROMK mod	PPARg SRC-1 ag	Lmaj promast	bIAP act	TR-FRET SRC-2 ct	S1P3 antag	PPARg SRC-3 ag	PPARg SRC2 recr	bIAP inh	TLR4-MyD88 BLA
COc1ccccc1OCCCn1c(C)c(C#N)c2ccccc21	0.0	-0.65	3	18	1	1554	5	-13	2	4	-19
COc1ccc([N+](=O)[O-])cc1C1NN=C(c2cccc3ccccc23)S1 (stereo not drawn)	1.5	0.27	12	-6	0.8	1403	x	1	3	17	-13
Cc1ccc(-n2ncc(C(=O)O)c2C2CCN(C(=O)OC(C)(C)C)CC2)cc1	3.2	0.54	-1	5	1	1221	-48	0	-5	-4	0
CCC(C)NC(=O)c1nn(C)c(=O)c2ccccc12 (stereo not drawn)	-1.1	0.15	9	1	1.1	1723	-18	3	0	-7	-1
COc1ccccc1Oc1ccc(NC(=O)c2ccccc2C)cc1	-1.8	-0.29	-6	2	0.9	1531	0	3	3	7	-1
CCn1c2ccccc2c2cc(CNCc3ccc(OC)cc3OC)ccc21	2.8	-5.1*	3	81*	1	1741	-2	4	7	3	-7
O=c1[nH]c(Nc2ccc3c(c2)OCCO3)nnc1Cc1ccc(Cl)cc1	-1.9	0.23	6	-9	1.1	1446	14	0	4	-14	19
CCN(CC)CCN1C(=O)C(O)=C(C(=O)c2cccs2)C1c1ccc(C)o1 (stereo not drawn)	0.1	x	6	-6	1	1528	-20	12	8	4	-2
CCN1CCN(CCCNC(=O)c2cn(CCOC)c(=O)c3c2c2ccccc2n3C)CC1	0.2	x	-4	9	1.1	1387	-1	6	3	-10	-23
CCOc1cc(CNCC(O)c2ccccc2)cc(Cl)c1OC (stereo not drawn)	-0.7	-1.1	-3	2	1	1635	-2	2	3	3	-2
Cc1cc(N2CCN(C)CC2)ccc1NC(=O)c1cccc(S(=O)(=O)N2CCc3ccccc3C2)c1	-0.2	x	6	98*	1	1668	-1	3	5	1	-13
O=C(O)CCC(=O)NNC(=O)c1ccc(-c2ccccc2)cc1	0.1	1.5	7	-3	0.7	1679	5	2	5	31	-13
O=C(CCC(=O)Nc1ccccc1)NNC(=O)C(c1ccccc1)c1ccccc1	0.7	x	-1	-2	0.7	1589	-10	-7	-2	26	5
O=C(CNCc1ccccc1Cl)NCc1ccco1	-2.1	1.2	-2	-5	1.1	1554	-2	-5	0	-8	-5
COc1cc(/C=C/c2nnc3c4ccccc4ncn23)cc(OC)c1OC	0.2	x	-2	5	0.6	1354	25	0	0	38	-1
CC(C)OC(=O)Cn1c(=O)sc2ccccc21	0.7	x	0	-2	1	1427	x	-7	7	1	-3
Cc1ccc(C(=O)NNC(=O)Cc2ccccc2)cc1	0.2	0.016	4	2	1.1	1622	x	8	8	-14	-1
FC(F)(F)c1cc(-c2ccccc2)nc(NCc2cccs2)n1	-0.4	-0.62	-1	-6	1	1752	10	-1	9	-2	-1
Cc1cc2ccccc2n1CCNC(=O)c1ccccc1	-0.1	x	3	-2	1	1939	6	7	7	-5	-1
COc1ccccc1CC(=O)NC1CC(C)(C)NC(C)(C)C1	-1.1	x	0	0	1	1555	-22	0	6	0	0
CCOC(=O)c1cnc(SCC(=O)N2CCN(c3ccccc3)CC2)nc1N	1.6	0.35	2	-4	1	1700	-1	-7	8	0	14
CC(=O)C1=C(C)NC(SCC(=O)c2ccc(Cl)cc2)=C(C#N)C1c1ccco1 (stereo not drawn)	-0.3	-0.0075	7	83*	1	1580	23	1	-6	5	2
Cc1ccc(-c2cc(C(F)F)n3ncc(C(=O)Nc4c(C)nn(Cc5c(Cl)cccc5Cl)c4C)c3n2)cc1	-2.9	x	7	50	1.1	1409	x	7	0	-8	2
C=CCOc1ccccc1CNc1ccc2c(c1)OCCO2	0.0	0.095	-9	40	0.9	1380	-13	2	-4	14	8
CCCN1C(=O)COc2ccc(C(=O)c3ccccc3C(=O)O)cc21	-0.8	-0.42	6	-5	1.1	1514	-13	4	-4	-6	-17
N#Cc1ccsc1NC(=O)COC(=O)CCCSc1nc2ccccc2s1	-0.9	x	8	4	0.9	1621	32	-2	12	5	8
CCc1ccccc1NC(=O)c1nnn(CC(=O)Nc2ccccc2C)c1N	-0.3	x	14	-5	1	1682	-37	6	5	4	-14
COc1ccc(/C=C\c2onc(C)c2S(=O)(=O)N2CCC(C(=O)NCCC(C)C)CC2)cc1	0.1	x	0	-2	0.9	1559	x	-11	0	12	2
Cc1nn(C(=O)CN2C(=O)c3ccccc3C2=O)c(C)c1Br	2.1	0.39	4	-2	1	1567	-2	0	10	-4	0
CC1CCCC(NC(=O)COC(=O)COc2ccc(Cl)cc2)C1C (stereo not drawn)	0.1	0.18	4	-5	0.9	1660	x	-6	3	10	7
O=C1CN(C(=O)CSc2nc(-c3ccccc3)cs2)c2ccccc2N1	0.0	0.23	2	27	0.9	1522	-11	5	8	8	-8
Cc1ccc(S(=O)(=O)/C(C#N)=C/c2c(N3CCOCC3)nc3ccccn3c2=O)cc1	1.7	x	13	-2	0.9	1513	x	4	-4	6	9
COc1ccc(OC)c(NC(=O)CCC(=O)Nc2nnc(C(F)(F)F)s2)c1	-0.3	0.6	14	-6	1	1506	-21	11	8	-5	0
CC(NC(=O)COc1ccc(Br)cc1)C(=O)O (stereo not drawn)	2.7	-1.3	0	8	1	1582	28	3	0	-4	-1
Cc1ccc(S(=O)(=O)NCC(=O)OCC(=O)c2cccs2)cc1	0.4	-0.53	-1	-1	1	1454	x	-2	-3	1	-12
COc1cccc(OC)c1C(=O)NC(=S)Nc1ccc2oc(=O)ccc2c1	0.8	x	-2	0	0.2	1507	3	-9	1	x	-11
COc1ccccc1CNC(=O)c1csc(Cc2ccc(Cl)cc2)n1	1.9	x	-6	11	1	1314	x	-1	-3	3	8
CC1(C)C(N(O)C(=O)Nc2ccc(Cl)cc2)N(c2ccc(Cl)cc2)C(=O)N1CC(=O)NN (stereo not drawn)	0.2	1.4	0	100*	1.1	1589	x	0	11	-7	-13
Cc1ccc(C(c2nnnn2CC2CCCO2)N2CCN(Cc3ccccc3)CC2)cc1 (stereo not drawn)	0.4	-2	-3	22	1.1	1443	-26	-2	-6	-7	-9
CCCC(=O)C1=C(O)C(C(=O)OC)C(C)(C)CC1=NC(C)(C)C (stereo not drawn)	7.5	x	-2	1	0.9	1429	x	5	-1	9	-4
CN=C(Nc1ccc(C(=O)OC)s1)c1ccc(Cl)cc1	0.0	-0.64	-2	2	1.1	1440	3	4	1	-15	-3
CC(C)OC(=O)c1cc2c(ccn2C)n1CC(=O)N1CCC(Cc2ccccc2)CC1	0.8	x	5	15	1.1	1666	x	2	7	-11	-8
CCN(CC)S(=O)(=O)c1cc(C(=O)OCC(=O)Nc2cccc(C)c2C)ccc1F	0.2	x	2	-5	0.7	1611	-19	-1	-3	30	-5
S=C1N(c2ccccc2)C(c2ccccc2)N2CCCN12 (stereo not drawn)	-0.2	-0.037	-4	-3	0.9	1416	x	-4	-7	7	11
O=C(COc1ncnc2sccc12)Nc1ccc2c(c1)OCCO2	1.9	x	3	-2	0.9	1726	-2	4	1	8	-13
Cc1csc(NC(=O)CNC(=O)OCc2ccccc2)n1	1.6	x	0	-2	1	1574	-10	-3	0	3	-1
COc1ccc(/C=N/N2CCN(C)CC2)cc1OC	1.9	x	5	-3	1	1626	x	3	3	3	15
COc1ccc(C(=O)N2c3cc4c(cc3C(C)=CC2(C)C)OCO4)cc1	3.2	x	-11	25	1	1401	29	-6	-7	4	-4
NS(=O)(=O)c1ccc(NC(=O)C2(c3ccccc3)CCCC2)cc1	-0.1	0.016	-1	6	0.9	1475	-2	0	-7	10	10
COc1ccc(C(C(=O)NC2CCCC2)N(CCN2CCOCC2)C(=O)c2ccc(OC)c(OC)c2)cc1 (stereo not drawn)	0.1	0.33	4	-8	1	1825	x	15	14	-2	-6
COc1ccc(OC)c(NC(=O)c2ccccc2N(Cc2ccccc2)S(C)(=O)=O)c1	-0.7	0.14	6	80*	1	1815	4	1	-4	0	4
CC1CN(c2nc3ccccn3c(=O)c2/C=C(\C#N)S(=O)(=O)c2ccccc2)CC(C)O1 (stereo not drawn)	0.6	x	-4	2	0.8	1319	1	-4	-11	17	9
COc1ccc(CNC(=O)c2cnc3n(c2=O)CCS3)cc1	-0.1	x	-8	-9	0.9	1329	-24	2	0	8	2
Cc1cc(-c2ccccc2)[nH]c(=O)c1S(=O)(=O)c1ccc(Cl)cc1	1.8	x	2	-7	1.1	1553	x	2	0	-6	7
Cc1ccc(C(=O)c2ccc(C(F)(F)F)cc2)cc1	0.9	0.28	-1	1	0.9	1557	x	4	-10	14	7
Cc1ccc(C2=NN(C)c3nc4ccccc4n3C2)cc1	0.3	-0.038	4	-1	1	1523	x	0	6	4	4
Cc1ccc2sc(-c3ccc(NC(=O)CCN4C(=O)c5ccccc5C4=O)cc3)nc2c1	1.6	x	1	-5	0.9	1568	-2	1	-8	8	4
COc1ccc(C(=O)/C=C/Nc2cccc(C)n2)cc1OC	-1.2	-0.17	8	10	1	1598	x	12	5	0	-17
CCCCNc1cc(=O)n(C)c(=O)n1C	2.1	-0.0072	7	-4	0.9	1550	0	-3	2	6	5
NC1=Nc2cccc3cccc1c23	-0.8	-1.2	-2	52*	1	1771	1	11	6	4	-3
